# Bioassay records deposited in PubChem BioAssay by Sanford-Burnham Center for Chemical Genomics.
# NLRP3 yeast inh: NALP3 inflammasome inhibitors in reconstituted yeast, primary screen, luminescence, uHTS; Yeast reconstituted NLRP3/ASC/caspase-1, beta-gal luminescence, 24 h; inhibition, % at 10 µM; hit rate 0.39% among 330,000; AID 2825, 2010;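 active = inhibition of 50% or more; inactive = inhibition below 50%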;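 note: plate controls were induced DMSO wells for no effect and uninduced yeast grown without galactose for full effect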
# tim10-1 inh: growth inhibitors of tim10-1 mutant yeast, primary screen, luminescence, uHTS; S. cerevisiae tim10-1 ts strain growth, BacTiter-Glo, 24 h; AID 463190, 2010; inhibition, % at 20 µM; hit rate 2.2% among 330,000;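 active = inhibition of at least 40%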;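 note: mutant grown at 25 °C; 0% = DMSO wells with yeast and 100% = wells holding no yeast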
# Mdm2-MdmX inh: inhibitors of human Mdm2-MdmX association, primary screen, cell-based, luminescence, split luciferase, SaOS-2, uHTS; AID 485346, 2010; Protein Mdm4 (Homo sapiens) + E3 ubiquitin-protein ligase Mdm2 (Homo sapiens), …; inhibition, % at 8 µM; SaOS-2 split-luciferase Mdm2/MdmX complementation; hit rate 3% among 330,000;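 active = inhibition of at least 50% at 8 µM in the primary screen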
# Target sequence (O15151 whole entry, looked up): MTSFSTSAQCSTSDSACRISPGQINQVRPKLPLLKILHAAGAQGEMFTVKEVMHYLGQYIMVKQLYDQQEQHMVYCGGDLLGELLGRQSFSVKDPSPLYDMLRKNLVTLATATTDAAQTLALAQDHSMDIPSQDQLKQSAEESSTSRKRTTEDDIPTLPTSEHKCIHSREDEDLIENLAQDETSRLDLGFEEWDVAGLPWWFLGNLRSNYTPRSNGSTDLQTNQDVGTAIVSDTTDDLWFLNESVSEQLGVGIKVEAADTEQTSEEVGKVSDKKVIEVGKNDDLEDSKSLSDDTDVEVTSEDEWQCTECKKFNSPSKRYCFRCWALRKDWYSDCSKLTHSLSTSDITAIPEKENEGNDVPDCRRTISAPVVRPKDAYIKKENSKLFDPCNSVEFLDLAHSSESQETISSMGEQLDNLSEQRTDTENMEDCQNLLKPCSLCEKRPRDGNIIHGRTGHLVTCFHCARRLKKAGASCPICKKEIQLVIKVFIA
# Target sequence (Q00987 whole entry, looked up): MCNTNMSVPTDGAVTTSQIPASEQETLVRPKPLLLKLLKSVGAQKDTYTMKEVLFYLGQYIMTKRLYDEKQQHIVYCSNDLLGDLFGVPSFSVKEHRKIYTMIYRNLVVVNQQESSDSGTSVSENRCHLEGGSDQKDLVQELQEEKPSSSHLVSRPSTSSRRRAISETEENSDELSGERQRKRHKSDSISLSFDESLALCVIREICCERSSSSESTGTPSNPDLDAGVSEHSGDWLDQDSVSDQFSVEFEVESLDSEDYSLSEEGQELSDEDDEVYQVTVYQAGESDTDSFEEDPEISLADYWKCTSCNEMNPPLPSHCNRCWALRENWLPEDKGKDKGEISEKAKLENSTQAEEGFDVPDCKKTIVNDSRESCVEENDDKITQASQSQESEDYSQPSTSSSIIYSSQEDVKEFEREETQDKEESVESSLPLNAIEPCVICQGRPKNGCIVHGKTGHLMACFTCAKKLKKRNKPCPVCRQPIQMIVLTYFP
# GRIN3A LBD mod: binders of NR3A ligand-binding domain, primary screen, biophysical, differential scanning fluorimetry, uHTS; Glutamate receptor ionotropic, NMDA 3A (GRIN3A) ligand-binding domain; NR3A LBD differential scanning fluorimetry, Tm shift; 0% = protein alone, 100% = glycine-bound protein; Tm shift relative to glycine control, % at 25 µM; hit rate 2.5% among 340,000; AID 1259313, 2017;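 active = melting temperature shift of at least 10% of the positive control shift, at one fixed dose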
# tim23-1 inh: growth inhibitors of tim23-1 mutant yeast, primary screen, luminescence, uHTS; S. cerevisiae tim23-1 growth, BacTiter-Glo luminescence, 24 h; inhibition, % at 20 µM; hit rate 1.3% among 330,000;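 active = growth inhibition of the mutant yeast at or above 50%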;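 note: temperature-sensitive mutant grown at 25 °C; plate controls were DMSO-treated mutant yeast for no effect and medium wells lacking yeast for full effect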
# UPR XBP1 act: activators of adaptive XBP1 UPR arm, primary screen, cell-based, CHO-XBP1 luciferase reporter, luminescence, uHTS. hit rate 0.33% among 330,000. IRE1-XBP1 UPR activation; percent of tunicamycin response, DMSO as zero. AID 463104, 2010. activation, % at 20 µM;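 active = versus positive control, 20 µM dose yields 30% or more activation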;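 note: 100% = tunicamycin at 10 µg/mL and 0% = DMSO only wells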
#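 Material: CHO-XBP1 cells stably carrying IRE1-XBP1-driven luciferase reporter | Medium: F12 with 10% serum | Compound dosing: 20 µM single concentration, DMSO 1% | Incubation: Overnight seeding at 37 °C, 6 h compound treatment at 37 °C | Detection: Steady-Glo luminescence read | Read-out basis: % activation of reporter signal versus tunicamycin and DMSO controls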
# CHOP UPR activ: activators of apoptotic CHOP UPR arm, primary screen, cell-based, CHO-CHOP luciferase reporter, luminescence, uHTS | UPR activation; percent of tunicamycin response over DMSO baseline | activation, % at 10 µM | hit rate 0.34% among 330,000 | AID 449763, 2010;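 active = at 10 µM dose, activation of 40% or more, normalized to positive control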;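 note: 100% = tunicamycin at 10 µg/mL and 0% = DMSO alone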
#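 Test system: CHO CHOP reporter cells. Input: 500 CHO-CHOP cells per well. Medium: F12 with 10% FBS. Technique: luciferase luminescence. Measure: percent activation relative to tunicamycin control. Dosing: 10 µM compound, 0.5% DMSO. Timing: 16-18 h cell attachment, then 6 h compound exposure, 37 °C.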
# APJ ag: agonists of human apelin receptor APJ, primary screen, CHO-K1 cells, PathHunter beta-arrestin, luminescence | P35414 | 0% DMSO wells, 100% apelin | activation, % at 20 µM | hit rate 0.11% among 330,000;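 active = activation more than six SD over the plate average, tested at 20 µM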;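 note: 0% = DMSO alone and 100% = apelin-13 at 10 nM; some results filed as inactive read as strong as hits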
#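 Material: engineered CHO-K1 APJ arrestin reporter cells; amount: 1000 CHO-K1 reporter cells seeded per well; incubation: compound stimulation 90 min at 25 °C, detection 60 min; signal: luminescent beta-gal fragment complementation, chemiluminescent substrate; read-out basis: APJ agonist activity; controls: DMSO-only wells as negative, 10 nM Apelin-13 as positive control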
# TIM10 inh: growth inhibitors of isogenic TIM10 control yeast, primary screen, counter-screen for tim10-1 yeast inhibitor project, luminescence, uHTS. inhibition, % at 10 µM. hit rate 1.4% among 330,000. S. cerevisiae TIM10 strain growth, BacTiter-Glo luminescence, 24 h. AID 463195, 2010;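 active = inhibition of 40% or more at the single tested concentration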;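 note: wild-type TIM10 isogenic control strain grown at permissive 25 °C; 0% = DMSO yeast wells and 100% = minimal medium wells without yeast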
# Numbers without * were called inactive. The order is random. About 8.2% of those tested had a hit in this group.
# Fields – NLRP3 yeast inh	tim10-1 inh	Mdm2-MdmX inh	GRIN3A LBD mod	tim23-1 inh	UPR XBP1 act	CHOP UPR activ	APJ ag	TIM10 inh
Cc1cc(/C=N/Nc2ncnc(N)c2[N+](=O)[O-])c(C)n1-c1ccccc1
→ 9	-1	65*	-5	-6	-7	-11	-4	4
CSc1nc(Oc2ccccc2)c2sccc2n1
→ 3	19	20	-1	28	-1	-3.8	-2	8
S=C(NCc1ccccc1)NN1CCOCC1
→ 6	-4	19	-4	-8	-4	-0.1	-3	2
CSc1nnc(-c2cc3ccccc3cc2O)n1C
→ 19	12	-12	1	24	4	0.2	-6	12
CN(C)S(=O)(=O)c1cc(NC(=O)CN2CCOCC2)ccc1Cl
→ 13	-2	24	0	14	-1	-1.1	-3	-7
COC(=O)Cc1[nH]n(-c2nc3ccccc3s2)c(=O)c1C(C)=O
→ 10	-4	20	-1	3	1	-1.1	-3	9
Cc1onc(-c2ccccc2)c1-c1nc2cc(Cl)ccc2c(=O)o1
→ 10	43*	26	2	68*	26	-0.2	-7	19
CCCc1ccc(NS(=O)(=O)c2c(C)oc(C)c2C(=O)OC)cc1
→ 35	4	25	-1	15	-6	-2.0	-2	4
OCC1CCCN(C(=S)Nc2ccc(Nc3ccccc3)cc2)C1 (stereo unspecified)
→ 17	10	-51	2	10	0	5.0	-3	-4
Cc1ccc(CNC(=O)COC(=O)c2cc(=O)[nH]c3ccccc23)cc1
→ -3	5	5	1	9	0	0.3	-4	5
COc1ccc(-c2c(C#N)sc(C(N)=O)c2-c2ccc(OC)cc2)cc1
→ 10	-23	28	-1	-30	-2	1.1	-3	-22
O=C(Nc1cnccn1)Nc1ccccc1Cl
→ 15	13	6	-2	8	1	2.0	1	14
CCCCC1(C)NC(=S)N2N1C(=S)NC2(C)CCCC (stereo unspecified)
→ 7	-17	6	-1	15	2	1.8	3	-13
O=C(CN1CCN(c2ccccn2)CC1)Nc1ccccc1
→ 16	5	-13	0	10	-1	-0.3	-1	6
CC(C)(C)OC(=O)N[C@H](C(=O)OC(C)(C)C)c1ccccc1
→ 34	14	20	1	26	-4	1.3	-3	8
CSCCC(NC(=O)c1c(C)oc2c1CCCC2)C(=O)O (stereo unspecified)
→ 12	6	7	-1	16	1	-2.7	-1	-7
CCOc1ccccc1CNC(=O)CCn1ccc2cc(S(=O)(=O)N3CCCCC3)ccc21
→ 3	24	33	3	27	-3	4.8	0	17
CCOc1ccccc1NC(=O)CCS(=O)(=O)c1cccc2nonc12
→ 2	21	10	3	22	-2	-0.8	-1	3
CCCn1c(=O)c2c(nc3n2CCCN3Cc2ccccc2)n(C)c1=O
→ 10	12	-2	1	19	-2	-0.4	-3	6
COc1ccc(C(C)NS(=O)(=O)Cc2ccccc2)cc1 (stereo unspecified)
→ 5	-10	19	3	-13	-2	4.3	-3	13
O=C1CCCN1CC(O)CS(=O)(=O)c1ccc(Cl)cc1 (stereo unspecified)
→ 10	14	11	2	-10	3	-1.8	-3	-13
CC1=CN2C(=NC(=O)CC2(C)C(=O)N(CC(=O)NC2CCCC2)Cc2ccccc2)C=C1 (stereo unspecified)
→ 24	5	14	1	9	-5	0.4	-3	-3
COc1cc2c(cc1OC)CN(CC(=O)NC(=O)NCc1ccco1)CC2
→ -2	13	-6	0	5	-1	1.6	-2	2
COc1cccc(NC(=O)CN(C)C(=O)CSCC(=O)Nc2ccc(C)cc2)c1
→ 4	0	-6	0	11	-1	-2.4	-3	12
Cc1cc(NCc2ccccc2)nc2ccccc12
→ 20	22	12	0	22	-2	0.4	-1	5
CCOCC(=O)Nc1ccccc1C(=O)OCC
→ 17	3	0	-11	-8	-2	-0.5	-5	-18
COc1ccc(NC(C)=O)cc1NC(=O)c1ccc2ccccc2c1
→ 17	1	1	-6	2	0	-0.3	-2	16
Cc1ccc(NC(=O)Nc2ccccc2C#N)c(Cl)c1
→ 3	7	-5	3	3	-2	-0.9	-7	-15
C=C1CC(C)OC(c2ccccc2OCC(O)CN2CCCCC2)C1 (stereo unspecified)
→ 8	11	20	0	0	2	0.9	-4	16
CC(=O)NCC(=O)OCC(=O)N1c2ccccc2Sc2ccccc21
→ -6	22	11	-2	3	1	-0.7	-2	-19

# Record cards (already shown):
# Entry for `Cc1ccc(CNC(=O)COC(=O)c2cc(=O)[nH]c3ccccc23)cc1` = NLRP3 yeast inh = -3; tim10-1 inh = 5; Mdm2-MdmX inh = 5; GRIN3A LBD mod = 1; tim23-1 inh = 9; UPR XBP1 act = 0; CHOP UPR activ = 0.3; APJ ag = -4; TIM10 inh = 5
# Entry for `CSCCC(NC(=O)c1c(C)oc2c1CCCC2)C(=O)O` (stereo unspecified) = NLRP3 yeast inh = 12; tim10-1 inh = 6; Mdm2-MdmX inh = 7; GRIN3A LBD mod = -1; tim23-1 inh = 16; UPR XBP1 act = 1; CHOP UPR activ = -2.7; APJ ag = -1; TIM10 inh = -7
# Entry for `CCCc1ccc(NS(=O)(=O)c2c(C)oc(C)c2C(=O)OC)cc1` = NLRP3 yeast inh = 35; tim10-1 inh = 4; Mdm2-MdmX inh = 25; GRIN3A LBD mod = -1; tim23-1 inh = 15; UPR XBP1 act = -6; CHOP UPR activ = -2.0; APJ ag = -2; TIM10 inh = 4

# Rewritten field by field: part of the list above
S=C(NCc1ccccc1)NN1CCOCC1
  NLRP3 yeast inh: 6
  tim10-1 inh: -4
  Mdm2-MdmX inh: 19
  GRIN3A LBD mod: -4
  tim23-1 inh: -8
  UPR XBP1 act: -4
  CHOP UPR activ: -0.1
  APJ ag: -3
  TIM10 inh: 2

CSCCC(NC(=O)c1c(C)oc2c1CCCC2)C(=O)O (stereo unspecified)
  NLRP3 yeast inh: 12
  tim10-1 inh: 6
  Mdm2-MdmX inh: 7
  GRIN3A LBD mod: -1
  tim23-1 inh: 16
  UPR XBP1 act: 1
  CHOP UPR activ: -2.7
  APJ ag: -1
  TIM10 inh: -7

# Next section.
SMILES | NLRP3 yeast inh | tim10-1 inh | Mdm2-MdmX inh | GRIN3A LBD mod | tim23-1 inh | UPR XBP1 act | CHOP UPR activ | APJ ag | TIM10 inh
CC(C)Cn1c(SCC(=O)NC(=O)NC2CCCC2)nc2ccccc21 | 2 | 37 | 17 | 5 | 49 | -3 | 1.3 | -6 | 32
Cc1ccc2c(c1)c(N=Nc1cccc(C(=O)O)c1)c(O)n2C | 16 | 11 | 7 | 1 | 12 | 1 | 2.4 | -2 | 19
Cc1ccc2nsnc2c1S(=O)(=O)N1CCN(CCc2ccccc2)CC1 | 30 | 28 | 6 | -1 | 19 | 2 | -0.2 | -2 | 17
O=C(Cc1ccccc1)NCC(=O)OCC(=O)c1ccc(F)cc1 | 20 | 15 | -22 | 1 | -1 | -3 | -1.6 | 13 | -8
CCOC(=O)N1CCN(C(=O)c2ccc3nc4cc(Cl)ccc4c(=O)n3c2)CC1 | 12 | 32 | -1 | 5 | 10 | 3 | -0.4 | -3 | 13
CCc1nc(CN2CCN(c3ccc(C(F)(F)F)cn3)CC2)c(C)[nH]1 | 5 | -68 | 28 | 0 | -4 | -2 | 1.4 | -3 | -21
CC1=C(C(=O)Nc2ccccc2)C(c2ccncc2)C(C#N)=C(SCC(=O)NC2CC2)N1 (stereo unspecified) | 0 | -6 | 23 | 1 | 13 | -5 | -1.6 | -1 | 1
COc1cccc(CN2CCNC(=O)C2CC(=O)N(C)C2CCOCC2)c1 (stereo unspecified) | 1 | -11 | 8 | 1 | 0 | -2 | -0.4 | 0 | 5
Cc1ccccc1NC(=O)c1cccc2nc3ccccc3nc12 | 26 | 30 | 14 | -13 | -4 | 2 | 3.4 | -8 | 16
O=C(Nn1cnnc1)c1cc(-c2cccc(Br)c2)nc2ccccc12 | 0 | 17 | 16 | -2 | -9 | -1 | -0.5 | -8 | 12
CCOc1ccc(NC(=O)COC(=O)C2C3CC4OC(=O)C2C4C3)cc1 (stereo unspecified) | 24 | 12 | 5 | -2 | 12 | 4 | 0.8 | 0 | -4
COCCCNC(=O)C1CCCN(C(=O)Nc2ccc(OC)cc2)C1 (stereo unspecified) | 8 | -6 | 30 | -1 | -9 | -1 | -1.8 | 0 | -1
COc1ccccc1CNC(=O)CN1NS(=O)(=O)c2ccccc2C1=O | -6 | -3 | 12 | -9 | -4 | -1 | 0.6 | -1 | 2
COc1cccc(CN2CCNC(=O)C2CC(=O)N(C)C2CCOCC2)c1OC (stereo unspecified) | 16 | 1 | 24 | 0 | -5 | 0 | 1.5 | 2 | 10
Cc1ccc(NC(=O)c2ccc(NCc3ccco3)c([N+](=O)[O-])c2)cc1Cl | 15 | 3 | 31 | 15* | -1 | 9 | 2.2 | -6 | -5
COc1ccc(C(C(=O)Nc2ccc3c(c2)OCO3)N(C)C(=O)Cc2c[nH]c3ccccc23)cc1 (stereo unspecified) | -4 | 10 | 8 | -12 | 7 | 1 | 3.2 | -3 | 12
O=C(Cn1nc2ccccc2n1)N/N=C/c1cc([N+](=O)[O-])ccc1O | 31 | 8 | 3 | -8 | 11 | -3 | 0.5 | -2 | 15
Cc1c(C(=O)NN2CCOCC2)oc2c1ccc1ccccc12 | 17 | -5 | 21 | -1 | 6 | -2 | 1.2 | -2 | 0
COc1cc(/C=N/NC(=O)c2ccccn2)cc2c1OCO2 | 18 | -6 | -13 | -1 | 4 | 5 | 4.3 | -1 | -9
CCOc1ccc(NC(=O)CSc2nc3ccccc3nc2N2CC(C)OC(C)C2)cc1 (stereo unspecified) | 3 | 1 | 12 | -5 | -3 | -2 | -1.2 | -4 | -2
COc1ccc(Cl)cc1N=Cc1c(O)cc(C)oc1=O | -1 | 2 | -8 | -1 | -2 | 0 | 5.0 | 2 | 6
NNC(=O)c1cncc(Br)c1 | 19 | 2 | -8 | 1 | 15 | -3 | -0.5 | 9 | -18
O=C(COc1cccc(Br)c1)N/N=C1\CCCc2ccccc21 | 8 | -18 | -18 | 0 | 7 | -1 | 0.8 | -3 | -3
COC(=O)c1ccc(-n2nc(C(F)(F)F)c3c2-c2ccoc2CC3)cc1 | 1 | 41* | -18 | -3 | 30 | 1 | 1.9 | 0 | 20
CCCCOC(=O)c1ccc(NC(=S)NC(=O)c2c(Cl)cnn2C)cc1 | -12 | 24 | -4 | -8 | 16 | 0 | 0.0 | -5 | 20
CC1(NC(=O)c2ccccc2)CCN(CCCc2ccccc2)C1=O (stereo unspecified) | 18 | 13 | -6 | -4 | 10 | 3 | 1.5 | 0 | 6
